Compound activity (PubChem BioAssay)
Glioma ERSR ind = inducers of ER stress response in human glioma cells | U87-MG GRP78 promoter luciferase reporter, 16 h | Potency, µM, inactives show at the top dose activation, actives largely listed as activators | actives 0.02% (n = 420,000) | AID 602332; also: potency is read from the fitted curve at half-maximal effect; series mostly up to about 76 µM; % of control where 0% means no effect; nearly all actives have a fitted effect of over 35% in size
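Stably transfected U87-MG glioma cells carrying a GRP78-based luciferase sensor; 16 h compound incubation. Luminescence end-point read 10 min after Bright-Glo addition at room temperature.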
RXFP1 ag = activates the human relaxin receptor RXFP1; actives 0.3% (n = 370,000); HEK293T-RXFP1 cAMP TR-FRET, 30 min; response scale: percent of porcine relaxin response, buffer zero; Potency, µM (titrated, usually from 57.5 µM), for inactives: at the highest dose activation, most hits filed as activators; Q9HBX9; also: potency is read from the fitted curve at half-maximal effect; % is scaled to controls: 0 for no effect and ±100 for the full control effect; nearly all actives have a fitted effect of over 60% in size; many of its hits are not listed in these tables
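HEK293 cells stably expressing RXFP1, treated 30 min at 37C with compounds plus PDE4 inhibitor Ro 20174; cAMP measured by HTRF TR-FRET. Normalized to buffer and 29 nM porcine relaxin; EC50 by Hill fit.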
LDHA block = inhibitors of human lactate dehydrogenase A; P00338; purified LDHA, NADH/diaphorase-resazurin fluorescence; active compounds read low; activity change, % (values are at about 110 or 230 µM); actives 0.15% (n = 480,000); AID 1347041; in the data active = activity change below about -30%; inconclusive = mostly about -25% to -30%;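 also: plate controls were DMSO wells for no effect and wells without enzyme for full effect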
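Human LDH5 (2 nM) was incubated with 0.06 mM NADH and 0.2 mM pyruvate for 5 min at room temperature in Tris pH 7.4. Remaining NADH was coupled through diaphorase/resazurin, and resorufin fluorescence was read at 0 and 20 min.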
Vif-APOBEC3G blk = inhibitors of Vif-APOBEC3G interaction | HeLa A3G-eYFP + Vif (tagged APOBEC3G with the HIV-1 protein that degrades it), YFP fluorescence, overnight | Potency, µM (doses to about 46.1 µM), for the others: at the top dose activity, negative = active, most hits filed as inhibitors | actives 0.076% (n = 410,000);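 also: potency is read from the fitted curve at half-maximal effect; % is scaled to controls: 0 for no effect and ±100 for the full control effect; nearly all actives have a fitted effect of over 60% in size; hits raise eYFP signal because A3G escapes Vif-driven loss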
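HeLa cells stably expressing Vif and C-terminally eYFP-tagged A3G, seeded overnight at 37 deg C, then exposed to compound by pintool overnight at 37 deg C. Rise in yellow fluorescence (Ex 488/Em 500-530, Acumen) marks blocked Vif-driven A3G degradation.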
PI4K2A inh = blocks human PI4K2A kinase activity; purified PI4K2A, ADP-Glo luminescence, 1 h; active compounds read low; activity change, negative = inhibition, % at 76.9 µM; actives 0.13% (n = 420,000); in the data active = activity change below about -50%; inconclusive = mostly about -30% to -49%;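 also: -100% = wells without enzyme as full effect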
Target sequence (Q9BTU6 whole entry, looked up): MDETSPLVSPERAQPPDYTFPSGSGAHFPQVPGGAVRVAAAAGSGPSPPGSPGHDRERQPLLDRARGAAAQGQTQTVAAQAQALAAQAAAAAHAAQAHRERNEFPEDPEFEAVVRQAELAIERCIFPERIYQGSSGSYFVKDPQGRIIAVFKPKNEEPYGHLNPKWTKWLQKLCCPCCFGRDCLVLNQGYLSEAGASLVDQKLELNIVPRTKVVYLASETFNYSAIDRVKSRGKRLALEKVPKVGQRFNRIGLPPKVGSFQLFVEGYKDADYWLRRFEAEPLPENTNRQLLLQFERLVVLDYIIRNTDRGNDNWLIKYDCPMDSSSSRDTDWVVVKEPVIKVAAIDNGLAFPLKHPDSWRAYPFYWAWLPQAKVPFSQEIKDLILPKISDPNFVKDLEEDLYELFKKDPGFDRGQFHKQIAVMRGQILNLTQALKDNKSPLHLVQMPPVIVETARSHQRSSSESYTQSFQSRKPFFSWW
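Compounds are screened against recombinant PI4K2A using PI as substrate and ATP, the latter dispensed at 300 microM. Reactions run one hour at ambient temperature before ADP-Glo detection; full inhibition defined by wells lacking enzyme.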
Vif-APOBEC3F blk = blocks the Vif interaction with APOBEC3F; HeLa A3F-eYFP + Vif (tagged APOBEC3F with the HIV-1 protein that degrades it), YFP fluorescence increase; Potency, µM (doses to about 46.1 µM), for inactives: at the top dose activity, negative = active; actives 0.2% (n = 390,000); AID 602313; also: potency is read from the fitted curve at half-maximal effect; % of control where 0% means no effect; nearly all actives have a fitted effect of over 65% in size
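HeLa cells stably expressing Vif plus C-terminally eYFP-tagged A3F were seeded, incubated overnight at 37 deg C, dosed with compound, incubated overnight again at 37 deg C. Yellow fluorescence (Ex 488/Em 500-530) reported blocked Vif-mediated A3F-eYFP degradation.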
USP1-UAF1 inh = blocks the human USP1/UAF1 deubiquitinase complex | O94782 | recombinant USP1/UAF1, Ub-Rhodamine cleavage fluorescence | Potency, µM (top dose mostly 57.1 µM), for the others: top-dose activity change, negative = inhibition, actives largely listed as inhibitors | actives 0.23% (n = 390,000) | AID 743255; also: potency is read from the fitted curve at half-maximal effect; % is scaled to controls: 0 for no effect and ±100 for the full control effect; nearly all actives have a fitted effect of over 60% in size; inactives centre near -12
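USP1/UAF1 complex at 1 nM was preincubated with compound for 15 min at room temperature, then Ub-Rho substrate (150nM final) was added. Fluorescence (480/540 nm) was read kinetically, 6 reads every 60 seconds.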
TrxR1 substrate = is turned over as a substrate by rat TrxR1. O89049. Potency, µM (series often up to 114 µM), for the others: top-dose activity change, negative = substrate turnover. actives 0.01% (n = 390,000). purified TrxR1 substrate turnover, NADPH consumption readout; also: potency is read from the fitted curve at half-maximal effect; % is scaled to controls: 0 for no effect and ±100 for the full control effect; nearly all actives have a fitted effect of over 50% in size
Target sequence (O89049 whole entry, looked up): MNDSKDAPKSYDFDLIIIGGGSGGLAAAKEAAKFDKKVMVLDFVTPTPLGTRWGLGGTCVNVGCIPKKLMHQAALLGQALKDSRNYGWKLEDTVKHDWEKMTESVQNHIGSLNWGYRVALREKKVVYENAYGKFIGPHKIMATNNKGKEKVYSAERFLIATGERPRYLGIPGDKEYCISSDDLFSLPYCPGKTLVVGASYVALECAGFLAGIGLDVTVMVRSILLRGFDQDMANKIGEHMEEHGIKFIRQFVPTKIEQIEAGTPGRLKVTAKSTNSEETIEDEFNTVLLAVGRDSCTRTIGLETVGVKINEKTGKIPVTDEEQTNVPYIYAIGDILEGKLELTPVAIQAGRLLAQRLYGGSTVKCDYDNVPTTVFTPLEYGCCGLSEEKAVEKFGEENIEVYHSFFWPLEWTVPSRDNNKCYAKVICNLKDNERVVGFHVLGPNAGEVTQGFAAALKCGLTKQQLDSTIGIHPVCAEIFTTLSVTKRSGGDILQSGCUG
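Rat TrxR1, dispensed at 90 nM, was prereduced with 400 uM NADPH (final) for 5 min at ~22 deg C, then incubated with compound 15 min before 400 uM selenite. A first-read NADPH fluorescence drop versus no-compound background flagged substrates.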
IDH1 R132H inh = blocks human mutant IDH1 R132H enzyme | IDH1-R132H enzyme, NADPH consumption, diaphorase/resazurin fluorescence | Potency, µM (series often up to 76.6 µM), for the others: at the highest dose activity change, negative = inhibition, usual class: inhibitors | actives 0.093% (n = 390,000); also: potency is read from the fitted curve at half-maximal effect; % is scaled to controls: 0 for no effect and ±100 for the full control effect; nearly all actives have a fitted effect of over 65% in size
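IDH1-R132H (0.5 ug/mL) preincubated 30 min with compound, then NADPH (0.016 mM) and alpha-KG (2 mM) added; 80 min at RT, pH 7.5. Remaining NADPH coupled via diaphorase/resazurin to fluorescence (540/590 nm); concentration-response curves normalized to no-enzyme control.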
Numbers without * were called inactive; ? = inconclusive; · = no result given; & = joins results of further samples; [ ] = remark or other dose. Unless noted, calls follow the shape of the dose curve; as a rule, active = well fitted curve in the direction sought with a large enough effect; inconclusive = small, poorly fitted or top-dose-only effect, or another doubt; inactive = no such curve, though single readings can be large; an effect the other way counts as inactive or inconclusive.

SMILES	Glioma ERSR ind	RXFP1 ag	LDHA block	Vif-APOBEC3G blk	PI4K2A inh	Vif-APOBEC3F blk	USP1-UAF1 inh	TrxR1 substrate	IDH1 R132H inh
Cc1ccc(S(=O)(=O)N2CCN(C(=O)N3CCOCC3)CC2)cc1C	-2%	0.7%	-6	0%	-2	1%	-21%	3%[57.1 µM]	1%
CCCCNC(=S)N(CCN(C)C)Cc1cc2cc3c(cc2[nH]c1=O)OCCO3	0%	-1.9%	0	0%	17	3%	-21%	31%[activator]	-10%
COc1cc(OC)nc(Oc2ccccc2C(=O)Oc2ccccc2Cl)n1	-1%	-1.1%	3	-3%	3	-14%	2%	-1%	1%
Clc1cccc(-c2cc3nc4c(c(NCc5ccco5)n3n2)CCCC4)c1	5%	1.6%	0	1%	0	2%	?	30%	7%
O=C(NN=Cc1ccc(O)c(O)c1)c1ccccc1	18%	·	4	-8%	-4	·	·	·	·
CCOC(=O)C1CCN(C(=O)Cc2c(C(=O)O)n(C)c3ccccc23)CC1	-4%	2.1%	0	1%	-3	0%	2%	-2%	-5%
CCOC(=O)C1=C(C)NC(=O)NC1C1CC=CCC1 (configuration not stated)	-4%	0.7%	-1	1%	0	?	-6%	-4%	9%
Cc1nc2cccnc2n1-c1cccc(C(=O)NCc2ccc(OC(C)C)cc2)c1	-4%	4.6%	-5	1%	2	1%	-37%	-7%	-23%
Cc1nn(C(=O)c2cccnc2)c(C)c1Sc1ccccc1	1%	1.6%	-3	1%	2	0%	-18%	-8%	8%
CCOc1ccc(CCNC(=O)CCNC(=O)c2ccco2)cc1OCC	-3%	0.9%	-4	2%	-2	-3%	-5%	1%	-7%
Cn1cc(C(=O)NCc2ccc(Cl)cc2)c(=O)c2cc(S(=O)(=O)N3CCOCC3)ccc21	-5%	11%	0	2%	6	-13%	-12%	-7%	6%
COc1ccc(C(C)(NC(C)=O)c2nc(-c3cc(F)cc(F)c3)cs2)cc1 (configuration not stated)	2%	·	-2	-2%	3	·	·	·	·
COC(=O)c1ccc(CN2CCCC(CCC(=O)NCc3ccc(C)o3)C2)cc1 (configuration not stated)	-1%	3.7%	-4	-2%	-1	-6%	?	-4%	-1%
N/C(=N\OC(=O)c1cccs1)c1ccc(Cl)cc1	5%	1.7%	-3	-2%	-2	-9%	-18%	-6%	0%
COc1ccc(-c2ccc(-c3cc(=O)oc4cc(OC)c(OC)c(OC)c34)cc2)cc1	2%&-3%	·	2	-5%	7	-5%	-2%	-3%	-7%
Cc1ccc(NC(=O)C(C)c2cccc(C(=O)c3ccccc3)c2)cc1 (configuration not stated)	-1%	-0.6%	2	-1%	-4	-4%	10%	4%	2%
O=c1c2ccccc2[nH]c2ccc(O)cc12	2%	-0.2%	29	3%	-5	-37%	-9%	81%[activator]	2%
Cc1ccc(S(=O)(=O)N2CCC(C(=O)OCC(=O)N3CC(=O)Nc4ccccc43)CC2)cc1	-2%	0.8%	4	-8%	2	-3%	3%	10%[57.1 µM]	0%
CNC(=S)N1CCN(c2ccccn2)CC1	-1%	0.6%	-7	1%	-6	-8%	-14%	13%[57.1 µM]	6%
Cn1nccc1C(=O)N1CCN(c2cccc(C(F)(F)F)c2)CC1	-6%	3.8%	-6	-4%	5	-4%	-17%	-3%	8%
CCN(C(=O)CN1C(=O)NC2(CCc3ccccc32)C1=O)C1CCCCC1 (configuration not stated)	-2%	2.2%	-6	-3%	1	3%	-16%	-5%	4%
O=C(NNC(=O)c1cc(S(=O)(=O)N2CCOCC2)ccc1Cl)c1ccc(F)cc1	-3%	·	1	7%	8	1%	-13%	·	4%
N/C(=N\OC(=O)CCCOc1ccccc1)c1ccc([N+](=O)[O-])cc1	-2%	5.2%	0	-3%	8	20%	-27%	-2%[57.1 µM]	11%
COc1ccccc1N1Cc2ccccc2C1	0%	0.7%	11	-2%	-8	-3%	-5%	-3%	-1%
COc1ccc(-c2noc(CSc3ccccc3)n2)cc1OC	-3%	-0.1%	-1	0%	1	-15%	-12%	-6%[57.1 µM]	0%
COc1ccc(-c2cc(C(=O)Nc3c(Cl)cc(Cl)cc3Cl)c3ccccc3n2)cc1OC	3%	7.2%	3	1%	-2	1%	-16%	129%[activator]	-1%
CSc1nc2ccc(NS(=O)(=O)c3c(Cl)cccc3Cl)cc2s1	0%	-0.5%	17	-11%	-2	?	-9%	-17%	0%
O=C(c1ccc(-c2ccccc2)cc1)N1CCCC1	8%	1.8%	-7	4%	-5	1%	-17%	10%[0.457 µM]	0%
Cc1ccc([N+](=O)[O-])cc1NC(=O)C1CCN(S(C)(=O)=O)CC1	0%	-0.5%	-3	0%	5	-5%	-15%	-6%	-1%
COc1cc(F)ccc1-c1csc(C(O)(c2ccccc2)C(F)(F)F)n1 (configuration not stated)	5%	·	-9	-10%	-1	·	·	·	·
O=C(O)C1Nc2ccc(Br)cc2C2C=CCC12 (configuration not stated)	-1%	7.5%	-2	3%	-9	5%	?	-1%	-6%
COc1ccc(NC(=O)c2ccc(NC(=O)c3cccs3)cc2)cc1	-3%	1.8%	-3	1%	0	-33%	-2%	-3%	1%
O=S(=O)(O)c1cc2oc(-c3ccccc3)nc2c2ccccc12	-7%	4.6%	-5	3%	-1	6%	?	417%[activator]	17%
O=S1(=O)[C@H]2C[C@@H]3CC[C@]2(CN1Cc1cccc(F)c1)O3	-3%	-0.7%	-10	2%	1	5%	-14%	0%	29%
COc1ccc(CCNC(=O)C2CC(=O)N(c3ccc(C)cc3)C2)cc1 (configuration not stated)	-2%	-1.9%	-4	0%	0	10%	-4%	7%	21%
Cc1cccc2cc(CN(CCc3ccccc3)C(=O)N3CCOCC3)c3nnnn3c12	-2%	2.4%	-12	0%	3	-9%	-6%	4%	2%

Entries of single compounds as entered above:
`O=C(NN=Cc1ccc(O)c(O)c1)c1ccccc1` is listed as Glioma ERSR ind = 18%; RXFP1 ag = ·; LDHA block = 4; Vif-APOBEC3G blk = -8%; PI4K2A inh = -4; Vif-APOBEC3F blk = ·; USP1-UAF1 inh = ·; TrxR1 substrate = ·; IDH1 R132H inh = ·
`Cc1cccc2cc(CN(CCc3ccccc3)C(=O)N3CCOCC3)c3nnnn3c12` is listed as Glioma ERSR ind = -2%; RXFP1 ag = 2.4%; LDHA block = -12; Vif-APOBEC3G blk = 0%; PI4K2A inh = 3; Vif-APOBEC3F blk = -9%; USP1-UAF1 inh = -6%; TrxR1 substrate = 4%; IDH1 R132H inh = 2%

(next part)
SMILES	Glioma ERSR ind	RXFP1 ag	LDHA block	Vif-APOBEC3G blk	PI4K2A inh	Vif-APOBEC3F blk	USP1-UAF1 inh	TrxR1 substrate	IDH1 R132H inh
CCOC(=O)[C@@H](NC(=O)CC[C@H]1O[C@@H](n2ccc(=O)[nH]c2=O)[C@H](O)[C@@H]1O)C(C)C	-4%	·	0	0%	3	·	·	·	·
COc1ccc(-n2nc3c(N4CCC(C(=O)NC5CCCCC5)CC4)nnc(C)c3c2C)cc1	-4%&-2%	3.4%&4.6%	-1&-1	-1%&2%	5&5	2%&4%	?	-4%&9%	3%&9%
Cc1cccc(C(C)C)c1NC(=O)COC(=O)CNS(=O)(=O)c1ccccc1	-3%	-1.2%	-4	-3%	0	3%	-18%	-6%	4%
O=C(CSc1nnc(Cc2cc(=O)[nH]c(=O)[nH]2)n1-c1ccc(Cl)cc1)NC1CCCC1	-1%	1.4%	-1	0%	-8	-11%	-5%	-4%	-7%
Cc1nc(=O)c(-c2ccccc2)c(C)n1-c1ccc(Br)cc1	-3%	0.3%	1	-2%	-8	3%	-14%	31%	12%
Cc1nn(-c2ccccc2)c(Cl)c1C(=O)Nc1nnc(C2CCCC2)s1	5%	0.2%	-5	1%	0	7%	-19%	2%	-1%
COC(CNc1ccc([N+](=O)[O-])c(NCC(OC)OC)c1C#N)OC	-1%	1.4%	9	-2%	5	10%	-20%	-6%	1%
Clc1ccc(-c2nnc(-c3ccco3)o2)cc1	9%	3.0%	-2	0%	-6	-2%	1%	93%[activator]	4%
O=C(NC1CCCCC1)C(c1ccccc1)N1CCc2ccccc21 (configuration not stated)	-2%	-0.2%	0	0%	1	3%	-23%	0%	-4%
Cc1cc(=O)c2cc(C(=O)Nc3ccccc3)ccc2[nH]1	0%	-1.6%	-11	-5%	-3	-1%	?	-2%	6%
O=C(N=C1SC2CS(=O)(=O)CC2N1Cc1ccc(Cl)cc1)C1CCCO1 (configuration not stated)	-4%	1.1%	-2	7%	2	1%	-18%	-9%	0%
Cc1cccc(C(=O)OCC(=O)Nc2sccc2C(N)=O)c1C	-3%	·	0	-3%	4	-1%	-7%	·	0%
CN(C)c1ccc(/C=N\NC(=O)CC#N)cc1	5%	-3.7%	0	-5%	-4	-29%	-13%	54%[activator]	-9%
O=C(N/N=C/c1c[nH]c2ccccc12)c1ccc([N+](=O)[O-])cc1Cl	0%	6.0%	-5	0%	-1	-5%	-9%	-3%	-1%
CC(C)N=C(NC#N)SCc1ccc(F)cc1	-2%	-1.0%	-8	-1%	1	4%	-9%	8%	0%
CCOc1ccccc1NC(=O)COC(=O)CN1C(=O)NC(C)(C)C1=O	1%	·	-11	-5%	-2	3%	4%	-3%	8%
COC(=O)C1=C(C(=O)c2ccccc2)C(c2ccc(OC)c(OC)c2)Nc2nnnn21 (configuration not stated)	6%	-0.3%	-5	1%	1	3%	-5%	0%	5%

The list is partial (hit frequency here may not be typical).
